Screening results: PubChem BioAssay, several laboratories
MEP2 TOR yeast: modulators of MEP2-GFP levels in yeast, primary screen, S. cerevisiae, multiplex flow cytometry, MLPCN library; S. cerevisiae MEP2-GFP strain, 3 h; 100% = DMSO control level; GFP response vs DMSO, % at 10 µM; actives 0.51% (n = 330,000);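 active = GFP response versus DMSO above a set limit, roughly screen mean plus 3 SD, cut at about 180% in these data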;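 note: median GFP fluorescence of the barcode-gated MEP2-GFP cells per well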
procasp3 activ: activators of human procaspase-3 D3A mutant, primary screen, biochemical, absorbance, PC-3 D3A mutant, single concentration; Caspase-3 (Homo sapiens), P42574; recombinant procaspase-3 D3A, Ac-DEVD-pNA absorbance 405 nm; activation, % at 8.5 µM; actives 0.11% (n = 330,000);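 active = activation above the mean of all tested compounds plus 3 SD, cut at about 21% in these data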;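 note: 0% = DMSO alone and 100% = DMSO wells spiked with extra 5 µM PC-3 D3A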
Target sequence (P42574 whole entry D9A/D28A/D175A): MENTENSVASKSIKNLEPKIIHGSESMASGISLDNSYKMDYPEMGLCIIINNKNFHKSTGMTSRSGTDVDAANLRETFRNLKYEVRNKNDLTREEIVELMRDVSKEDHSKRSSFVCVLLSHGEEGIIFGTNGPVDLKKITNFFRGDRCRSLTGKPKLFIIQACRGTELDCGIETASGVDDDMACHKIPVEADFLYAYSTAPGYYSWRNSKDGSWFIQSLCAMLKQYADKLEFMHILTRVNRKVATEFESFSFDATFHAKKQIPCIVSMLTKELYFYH
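material = Procaspase-3 D3A mutant | probe or stimulus = Ac-DEVD-pNA | compound = single dose, 8.5 µM nominal compound, 0.8% DMSO | timing = 1 h preincubation, 2 h reaction | measured by = 405 nm absorbance of p-nitroaniline, reads at 0 and 120 min | benchmarks = DMSO-only low control, 5 µM PC-3 D3A high control | repeats = singlicate, each compound tested once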
proCasp7 act: procaspase-7 activators, primary screen, counter-screen for procaspase-3 activator project, biochemical, absorbance, HTS, human; Caspase-7 (Homo sapiens), P55210; activation, % at 8.5 µM; actives 0.093% (n = 330,000); recombinant procaspase-7, Ac-DEVD-pNA absorbance 405 nm; D23A/D198A/D206A triple mutant, cannot self-cleave; scale: DMSO 0, 5 µM enzyme 100;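 active = percent activation above the screen-wide mean plus 3 SD, cut at about 25% in these data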
Target sequence (P55210 whole entry D23A/D198A/D206A): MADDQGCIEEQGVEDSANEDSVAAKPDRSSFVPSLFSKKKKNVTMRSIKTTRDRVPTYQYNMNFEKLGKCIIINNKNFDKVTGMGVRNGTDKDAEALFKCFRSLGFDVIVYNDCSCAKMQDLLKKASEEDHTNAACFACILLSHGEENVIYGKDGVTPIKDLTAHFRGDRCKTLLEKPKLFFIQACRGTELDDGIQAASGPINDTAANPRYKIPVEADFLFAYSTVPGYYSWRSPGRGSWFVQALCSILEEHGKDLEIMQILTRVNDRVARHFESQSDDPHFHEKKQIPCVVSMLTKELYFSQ
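Replicates: singlicate. Assay system: Procaspase-7 triple mutant (PC-7 D3A). Signal: 405 nm absorbance of p-nitroaniline. Times: 1 h preincubation, 2 h reaction. Buffer or medium: Zinc-free HEPES pH 7.4 with 300 mM NaCl, 0.01% Triton X-100. Also added: DEVD-pNA substrate. Benchmarks: DMSO wells as 0%, DMSO with 5 µM added PC-7 as 100%.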
RPL19A-GFP yeast: RPL19A-GFP expression modulators in yeast, primary screen, cell-based, S. cerevisiae, multiplex flow cytometry, MLPCN; actives 0.3% (n = 330,000); S. cerevisiae RPL19A-GFP strain, 3 h; active compounds read low; percent response vs DMSO, % at 10 µM; AID 2025, 2009;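 active = percent response vs DMSO below 50%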;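 note: median channel GFP fluorescence of the barcoded RPL19A-GFP strain; ratio of sample median GFP to plate DMSO average so 100% = DMSO; lower means less RPL19A-GFP as with rapamycin TOR inhibition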
LAP4-GFP MLPCN: modulators of LAP4-GFP expression in yeast, primary screen, S. cerevisiae, multiplex flow cytometry, MLPCN library; 3 h; median GFP as percent of DMSO wells; GFP response vs DMSO, % at 10 µM; AID 2023, 2009; actives 0.34% (n = 320,000);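 active = GFP response vs DMSO above a set limit, about the screen mean plus 3 SD, cut at about 150% in these data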
AHR activator: AHR activators, primary screen, cell-based, luminescence, luciferase reporter, human; activation, % at 5 µM; actives 2.5% (n = 320,000); AHR-responsive luciferase reporter cells; in the data active = activation above about 47%;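 note: 0% = vehicle wells and 100% = reference agonist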
CR mimetic SO: reduction of superoxide in aged yeast, primary screen, HTS; S. cerevisiae aged cells, superoxide DHE fluorescence; active compounds read low; superoxide response (% of plate mean), % at 10 µM; actives 0.18% (n = 330,000); AID 2690, 2010;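 active = superoxide response under a set limit, about three screen SD below normal, cut at about 65% in these data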;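 note: yeast aged for seven days with compound at 30 °C before DHE staining; 100% = average MFI of all compound-treated wells on the plate with controls excluded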
JMJD2C inh: inhibitors of GASC-1 histone demethylase, primary screen, biochemical, fluorescence, DELFIA europium; GST-JMJD2C(1-420) H3K9me3 demethylation; inhibition, % at 2.35 µM; actives 0.069% (n = 330,000); AID 2099, 2009;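 active = more than half of a compound's replicate wells show inhibition beyond 50%, single wells judged on their own value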;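 note: signal counts dimethyl H3K9 product captured on neutravidin plate; 0% = median of DMSO wells and 100% = 0.3 times that DMSO median; strong numbers were not always called active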
Target sequence (Q9H3R0 1-420 limits assumed): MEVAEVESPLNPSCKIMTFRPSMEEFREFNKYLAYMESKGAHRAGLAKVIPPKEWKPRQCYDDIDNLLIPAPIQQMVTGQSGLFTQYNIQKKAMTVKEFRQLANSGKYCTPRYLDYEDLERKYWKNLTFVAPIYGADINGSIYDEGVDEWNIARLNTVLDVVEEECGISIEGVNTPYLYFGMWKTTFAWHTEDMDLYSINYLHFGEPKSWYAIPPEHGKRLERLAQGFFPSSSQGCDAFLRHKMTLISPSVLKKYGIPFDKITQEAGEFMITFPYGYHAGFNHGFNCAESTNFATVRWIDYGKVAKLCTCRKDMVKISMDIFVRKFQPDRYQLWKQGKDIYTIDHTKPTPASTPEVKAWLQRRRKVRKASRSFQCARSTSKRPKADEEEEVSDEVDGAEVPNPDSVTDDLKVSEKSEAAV
An asterisk follows results filed as active; / = no result given; [ ] = another dose, or the depositor's remark. An unsorted share of the library; 3.8% or so of the library scored in one or more.

SMILES	MEP2 TOR yeast	procasp3 activ	proCasp7 act	RPL19A-GFP yeast	LAP4-GFP MLPCN	AHR activator	CR mimetic SO	JMJD2C inh
CCCC[C@H](CN[C@@H](CNC)[C@H](C)CC)NCCC12CCC(CC1)C2	93.7	7.7	3.9	97.3	103.5	2.5	92.4	-3.7
O=C(Nc1ccc(N2CCOCC2)cc1)c1cc(-c2ccncc2)nc2ccccc12	97.9	7.4	3.3	98.0	103.8	5.1	92.6	5.9
CCCCCCSc1cc(C)nc2ncnn12	96.1	-3.5	2.4	100.8	93.0	6.3	103.5	0.4
Cc1cc(Cl)c(OCCOCCN2CCNCC2)c(Cl)c1	96.5	-7.0	3.1	95.8	114.7	3.0	114.5	-2.2
O=C(CN1C(=O)NC2(CCCCCCC2)C1=O)NC(=O)NCc1ccco1	81.9	-6.0	-4.2	92.2	90.2	0.0	104.0	-4.8
Cc1ccc2c(c1)C1CN(C)CCC1N2C(=O)COc1ccccc1F (stereo not drawn)	96.6	2.7	-4.2	101.8	89.9	5.2	96.8	-7.5
Cc1ccc(OCCN2CCN(C(=O)CCC(=O)Nc3nnc(C(C)C)s3)CC2)cc1	103.2	0.8	14.8	101.4	103.0	1.1	89.5	9.8
Cc1ccccc1-c1ccnc2[nH]n(-c3ccccc3)c(=O)c12	108.4	10.1	9.9	109.0	94.5	3.1	92.3	11.9
COc1ccccc1N1CCN(S(=O)(=O)c2c(C)[nH]c(=O)[nH]c2=O)CC1	98.5	3.5	14.5	102.5	93.4	0.6	105.0	3.1
O=C(Nc1ccc(Cl)cc1Cl)c1n[nH]c(Cn2cncn2)n1	93.2	1.3	7.2	84.7	81.4	14.8	94.9	5.4
C=CCC[C@H](Cc1ccc(F)cc1)C(=O)OC[C@@H](NC(=O)[C@@H](CC=C)CC(=O)N(CCO)Cc1ccccc1)C(C)(C)C	99.9	-3.4	7.0	96.0	92.5	-0.4	108.1	-3.9
Cc1oc2c(C)c3oc(=O)c(CCC(=O)N4CCC(C(=O)NCCC(=O)O)(c5ccccc5)CC4)c(C)c3cc2c1C	111.6	4.3	-2.9	98.2	102.8	0.1	92.8	8.2
C/C(=N\NC(=O)COc1ccccc1-c1ccccc1)c1ccccn1	93.5	3.0	-3.0	90.1	170.9*	26.0	90.1	-4.2
COc1ccc(NC(=O)c2cnn(-c3ccccc3)c2C)cc1	99.0	0.0	-1.4	100.8	93.0	-9.5	110.0	-11.3
CCOC(=O)Cc1csc(NC(=O)c2ccc(C)c(S(=O)(=O)N3CCOCC3)c2)n1	99.0	6.8	14.5	98.0	101.3	1.7	116.5	/
O=C1CC2(CCCCC2)Oc2ccc(OCC(=O)N3CCOCC3)cc21	93.7	-3.4	5.9	93.6	95.5	-0.1	96.9	2.3
COc1ccc(-c2noc(C3CCCN(C(=O)c4ccccc4OC)C3)n2)cc1OC (stereo not drawn)	101.8	6.9	10.7	98.6	100.5	0.4	107.0	2.1
CCOc1ccc(NC(=O)C2CCCN(C(=O)Nc3ccccc3)C2)cc1 (stereo not drawn)	94.3	-1.0	5.9	98.8	95.3	8.8	100.9	3.8
Cc1nnc(NC(=O)c2ccc3c(c2)C(=O)N(CCC(C)C)C3=O)s1	101.7	2.4	-10.1	99.0	102.6	-4.5	111.4	-1.4
CCOC(=O)NC1(C(F)(F)F)NC(=O)N(C2CCCCC2)C1=O (stereo not drawn)	104.8	5.6	0.4	98.9	104.3	-3.0	109.6	/
CCS(=O)(=O)Nc1ccc(Cc2ccncc2)cc1	101.1	-3.0	0.0	99.5	98.3	7.8	94.7	14.4
COc1ccc(/C=C(\C#N)C(=O)OCC(=O)NC(=O)NCCC(C)C)cc1	100.8	-6.1	3.8	96.5	101.9	1.3	86.2	-12.3
COc1ccc([N+](=O)[O-])cc1NS(=O)(=O)c1cccc(C(=O)NCCCN2CCCC2=O)c1	93.6	4.1	-2.7	91.1	102.1	-0.8	87.7	-8.2
CC1(C)CC(=O)/C(=C(\O)CCCN2C(=O)c3ccccc3C2=O)C(=NCC(=O)O)C1	95.9	0.5	-2.1	99.5	109.4	0.2	106.6	37.3
NCCNC(=O)Cn1c(=O)c2c3c(sc2n(Cc2ccccc2)c1=O)CCCC3	106.3	-3.5	-3.2	102.5	91.3	-0.2	114.7	-12.6

Part of the list above in order of SMILES length, descending.
SMILES	MEP2 TOR yeast	procasp3 activ	proCasp7 act	RPL19A-GFP yeast	LAP4-GFP MLPCN	AHR activator	CR mimetic SO	JMJD2C inh
CCOC(=O)Cc1csc(NC(=O)c2ccc(C)c(S(=O)(=O)N3CCOCC3)c2)n1	99.0	6.8	14.5	98.0	101.3	1.7	116.5	/
Cc1ccc2c(c1)C1CN(C)CCC1N2C(=O)COc1ccccc1F (stereo not drawn)	96.6	2.7	-4.2	101.8	89.9	5.2	96.8	-7.5
O=C(Nc1ccc(Cl)cc1Cl)c1n[nH]c(Cn2cncn2)n1	93.2	1.3	7.2	84.7	81.4	14.8	94.9	5.4

(next part)
SMILES	MEP2 TOR yeast	procasp3 activ	proCasp7 act	RPL19A-GFP yeast	LAP4-GFP MLPCN	AHR activator	CR mimetic SO	JMJD2C inh
CCOC(=O)c1c(C)[nH]c(C(=O)OCC(=O)N2CCc3ccccc32)c1C	101.6	7.7	-2.9	101.8	89.2	0.5	93.5	-9.5
NS(=O)(=O)c1ccc(NC(=O)COC(=O)COc2ccc(Cl)cc2)cc1	91.7	-0.4	5.6	98.7	97.4	-1.2	92.2	4.4
COc1ccc(NC(=O)NNc2cc(N3CCOCC3)nc(N3CCOCC3)n2)cc1	91.9	-12.3	-14.6	99.2	97.9	6.2	113.7	-5.3
COc1ccc(CCNC(=O)c2ccc3c(c2)NC(=O)CS3)cc1OC	89.8	2.2	10.6	91.5	90.8	4.7	100.6	-12.4
COCCN=C1Sc2nc3c(C)cccc3cc2CN1Cc1ccco1	102.2	-6.3	-11.6	97.9	99.5	3.6	84.9	9.8
CCc1c(O)nc(SCC(=O)N2CCOCC2)n(-c2ccccc2)c1=O	109.4	-8.9	4.3	98.4	95.8	9.7	102.1	22.3
CCc1cc(=O)oc2c(C)c(OCC(=O)N3CCCc4ccccc43)ccc12	248.1*[may fluoresce violet]	-2.4	10.2	38.5*[may fluoresce violet]	94.5[may fluoresce violet]	-0.9	116.0	28.8
Cc1ccc(OC(=O)c2ccc([N+](=O)[O-])cc2Cl)cn1	112.5	6.6	-12.1	101.9	96.9	-1.5	84.3	-15.3
CCN1CN(Cc2ccco2)CNC1=S	103.2	-4.9	2.5	99.7	94.8	-4.9	93.7	2.1
CC(C)Oc1ccc(CC2CC(=O)NC2=O)cc1 (stereo not drawn)	98.5	4.7	0.6	103.3	99.6	1.1	86.0	-0.6
O=C(NCC(c1cccnc1)N1CCOCC1)c1ccc2c(c1)OCO2 (stereo not drawn)	99.5	13.0	0.1	101.3	97.8	5.9	97.2	5.2
S=C(Nc1cccc(Cl)c1)Nc1ccccc1Oc1ccccc1	97.9	-2.1	-16.1	96.0	104.8	2.1	81.9	4.8
C=C(C)C1CC=C(CN2CC(C)OC(C)C2)CC1 (stereo not drawn)	97.0	0.7	14.1	91.6	96.8	-2.1	89.3	3.7
COc1ccc(C(=O)N2CCc3cc(OC)c(OC)cc3C2c2cccc([N+](=O)[O-])c2)cc1OC (stereo not drawn)	102.6	4.5	4.6	97.4	100.5	1.4	109.6	8.4
O=C1C2CCCN2C(=O)N1CCCCN1CCN(c2cccc(C(F)(F)F)c2)CC1 (stereo not drawn)	106.5	-12.5	7.3	101.7	90.6	-0.9	113.9	7.1
CN(C)c1ccc(C(C(=O)NCC2CCCO2)N(Cc2ccco2)C(=O)c2snc(C(N)=O)c2N)cc1 (stereo not drawn)	115.6	-1.7	-0.2	110.3	107.2	2.0	118.5	43.7
N#Cc1ccccc1NC(=O)CNc1ccc(Cl)c(C(F)(F)F)c1	100.2	6.6	-1.5	106.7	106.8	65.0*	97.8	-4.2
COCc1ccc2oc(C(=O)O)cc2c1	98.2	-7.0	-9.4	100.3	104.6	4.3	102.9	-2.6
Cc1nn2c(N3CCCC3)cc(C(C)C)nc2c1-c1ccccc1	103.2	11.2	6.5	103.2	104.2	3.4	90.4	-8.9
CCCc1cc(=O)[nH]c(SCC(=O)Nc2sc3c(c2C#N)CCCC3)n1	96.4	0.4	2.7	100.1	96.9	4.2	123.9	2.9
COc1ccc(C2/C(=C(/O)c3ccc(Cl)cc3)C(=O)C(=O)N2CCN2CCOCC2)c(OC)c1 (stereo not drawn)	120.5	-5.2	-19.0	98.3	101.1	2.0	112.0	14.3
Cc1ccc(NC(=O)c2cncc(Br)c2)c([N+](=O)[O-])c1	113.3	-2.7	4.5	105.9	106.5	20.2	105.2	-16.6
Cc1ccccc1C(=O)NC1CCN(C(=O)Nc2ccc(F)cc2)CC1	102.1	-3.4	-4.4	99.2	92.0	-1.4	86.8	-2.1
O=C(c1ccncc1)N1CCN(S(=O)(=O)c2ccccc2Br)CC1	95.5	3.0	-6.4	98.5	106.0	0.3	99.7	9.6
CCOc1ccccc1NC(=O)COC(=O)CCOc1cc(C)ccc1C	99.9	-0.8	8.5	102.0	107.6	-1.8	96.9	-2.7
SMILES	MEP2 TOR yeast	procasp3 activ	proCasp7 act	RPL19A-GFP yeast	LAP4-GFP MLPCN	AHR activator	CR mimetic SO	JMJD2C inh
COc1ccc(Cc2nnc(NC(=O)CSc3ccccc3)s2)cc1OC	100.4	5.2	3.2	96.5	94.2	12.7	106.2	-3.2
CSc1nnc2c(n1)OC=Nc1ccc(Br)cc1-2	94.7	-0.3	7.6	83.6	103.1	8.6	111.3	6.3
CCOC(=O)c1sc2nc(C3CC3)cc(-c3ccc(OC)cc3)c2c1N	102.4	-8.3	3.2	105.3	110.0	0.2	115.4	-340.8
CCC(=O)Nc1cc(NC(=O)CSc2nnc(C(C)C)n2CC)ccc1C	105.3	-7.2	8.9	92.6	97.8	18.9	89.1	-0.7
C=CCNC(=S)NCC=C	107.3	-2.8	0.7	101.2	96.4	-0.3	93.8	32.5
COc1ccc(N2CC(O)=C(c3nc(-c4ccc(Cl)cc4)cs3)C2=N)cc1	84.4	-2.1	1.4	91.5	91.5	7.3	103.4	17.1
[N-]=[N+]=CC(=O)C(O)(c1ccccc1)C(Cl)c1ccccc1 (stereo not drawn)	86.2	-0.5	1.2	90.0	93.4	-1.3	111.2	-7.8
OCC[C@H]1C[C@@H](O)[C@H](O)[C@@]2(OCc3ccccc32)O1	/	1.8	-2.2	/	/	2.9	/	-1.7
NCCOc1ccc(C23CC4CC(CC(C4)C2)C3)cc1	106.7	3.1	-1.2	104.1	109.4	7.4	122.9	0.2
CC(C)(C)NC(=O)NC(=O)COC(=O)c1ccc(OC(F)(F)F)cc1	116.3	4.2	4.9	110.6	100.4	0.0	102.8	7.9
COc1ccc(C(=O)Nc2ccc(NC(=O)c3cccc(OC)c3)cn2)cc1	107.4	-3.4	2.6	98.1	103.3	1.2	114.2	7.7
